Jurkat NFkB inh = inhibitors of the PMA/ionomycin-induced NF-kB reporter in Jurkat cells; PMA/ionomycin-induced NF-kB luciferase reporter, luminescence; inhibition, % at 4 µM; actives 0.53% (n = 330,000)
Gli-Sufu antag = antagonists of Gli-Sufu signaling. Sufu-KO-LIGHT fibroblasts, Gli luciferase reporter luminescence. inhibition, % at 5 µM. actives 0.74% (n = 340,000). AID 588413;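 active means inhibition above about 55%, limit read from the data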;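 further: 0% = DMSO-treated cells and 100% = wells with medium but no cells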
697 NFkB inh = lowers PMA/ionomycin-induced NF-kB signal in 697 B cells | 697 B-cell NF-kB luciferase reporter, 16 h | inhibition, % at 4 µM | actives 0.33% (n = 330,000); in the data active means inhibition above about 35%
HKDC1 inh = blocks human hexokinase HKDC1 activity; recombinant HKDC1, G6PDH/diaphorase resazurin coupled fluorescence; inhibition, % at 20 µM; AID 493160; actives 0.16% (n = 340,000); Q2TB90;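 active means inhibition above about 35% when tested at 20 µM, limit read from the data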;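 further: plate controls were DMSO wells with enzyme for no effect and DMSO wells lacking enzyme for full effect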
Target sequence (Q2TB90 whole entry, looked up): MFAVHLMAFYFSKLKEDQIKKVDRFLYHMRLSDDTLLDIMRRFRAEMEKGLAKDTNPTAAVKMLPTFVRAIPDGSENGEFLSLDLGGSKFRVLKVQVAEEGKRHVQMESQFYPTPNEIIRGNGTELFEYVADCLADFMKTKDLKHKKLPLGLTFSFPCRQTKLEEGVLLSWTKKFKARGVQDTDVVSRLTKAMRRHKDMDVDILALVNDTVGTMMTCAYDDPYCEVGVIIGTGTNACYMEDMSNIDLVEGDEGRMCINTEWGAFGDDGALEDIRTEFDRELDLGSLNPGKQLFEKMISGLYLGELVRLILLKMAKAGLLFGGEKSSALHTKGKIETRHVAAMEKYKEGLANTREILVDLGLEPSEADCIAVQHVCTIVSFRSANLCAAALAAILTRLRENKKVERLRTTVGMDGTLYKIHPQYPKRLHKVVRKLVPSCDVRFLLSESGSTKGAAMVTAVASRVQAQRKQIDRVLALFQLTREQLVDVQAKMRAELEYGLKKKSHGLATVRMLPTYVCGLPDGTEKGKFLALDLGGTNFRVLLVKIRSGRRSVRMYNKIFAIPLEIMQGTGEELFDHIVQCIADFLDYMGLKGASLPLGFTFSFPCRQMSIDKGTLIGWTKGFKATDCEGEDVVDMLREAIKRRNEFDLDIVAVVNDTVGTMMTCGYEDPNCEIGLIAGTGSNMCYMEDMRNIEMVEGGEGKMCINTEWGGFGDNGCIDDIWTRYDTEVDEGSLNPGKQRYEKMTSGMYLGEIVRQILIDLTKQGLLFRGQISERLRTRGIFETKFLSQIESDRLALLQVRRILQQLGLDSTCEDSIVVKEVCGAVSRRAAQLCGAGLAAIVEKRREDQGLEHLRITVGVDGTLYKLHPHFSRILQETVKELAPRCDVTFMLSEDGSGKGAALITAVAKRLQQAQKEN
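System: Recombinant HKDC1 hexokinase | Amount: HKDC1 at 5 µg/mL | Reagent: Glucose with 1 mM ATP | Doses: Single 20 µM dose | Incubation: Reaction time 90 min, room temperature, protected from light | Signal: Coupled resazurin fluorescence, excitation 525 nm, emission 613 nm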
Apaf1 inhib = inhibitors of human Apaf-1 apoptosome; O14727; reconstituted apoptosome caspase-3 activity, DEVD-Rh110 fluorescence; inhibition, % at 20 µM; actives 0.71% (n = 330,000); AID 489030; active means inhibition of at least 40% at 20 µM;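 further: plate controls were DMSO wells for no effect and DEVD-CHO caspase inhibitor wells for full effect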
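Medium: Hepes buffer, pH 7.5 / System: biochemical Apaf-1 apoptosome reconstitution / Measured by: Rh110 fluorescence, excitation 480 nm, emission 540 nm / Times: compound with Apaf-1, dATP, procaspase-3 30 min, then 50 min reaction, room temperature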
SENP8 inh = blocks the human protease SENP8; purified SENP8, Z-RLRGG-aminoluciferin cleavage, luminescence; inhibition, % at 10 µM; actives 1.2% (n = 330,000); AID 2540
SENP7 inh = blocks the human protease SENP7; recombinant SENP7, Z-RLRGG-aminoluciferin luminescence, 40 min; inhibition, % at 5 µM; actives 1.5% (n = 330,000); AID 434973;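 active means inhibition above about 50% at the single test dose, limit read from the data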;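 further: plate controls were DMSO with enzyme for no effect and no enzyme buffer wells for full effect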
UBC13 inh = inhibitors of human UBC13 polyubiquitin chain formation | P61088 | inhibition, % at 20 µM | TR-FRET | actives 0.47% (n = 330,000); in the data active means inhibition above about 45%, passing the limit was not always enough
Starred values were filed as active, the others as inactive; . = not tested or not shown. Unless noted, no stated cut-off is given here; in the data, active means inhibition above about 50%; inactive means the rest.

SMILES | Jurkat NFkB inh | Gli-Sufu antag | 697 NFkB inh | HKDC1 inh | Apaf1 inhib | SENP8 inh | SENP7 inh | UBC13 inh
Cc1ccc(NC(=O)CN2C(=O)C3CC=C(Cl)CC3C2=O)cc1 (configuration not stated) | 2 | -6 | 11 | -6 | 2 | 2 | -10 | 1
COc1cc(NC(=S)NCCc2ccccc2)c(OC)cc1NC(=O)C(C)C | 6 | -2 | 0 | 2 | -14 | 3 | -1 | -4
COc1ccc(N2CC(=O)N(c3ccc(OC)c(OC)c3)CC2=O)cc1OC | -1 | 9 | 9 | 0 | -4 | -5 | -2 | 0
c1ccc(Nc2nc(N3CCOCC3)c3ccccc3n2)cc1 | 3 | 35 | -24 | -3 | 12 | -1 | -8 | 10
CCOc1ccc(-c2cc(C(=O)Nc3ccc4c(c3)OCCO4)c3ccccc3n2)cc1 | 11 | -39 | -14 | -4 | 6 | -12 | -2 | -8
Cc1cccc(N(C(=O)c2nsc(Cl)c2Cl)C(C(=O)NC2CCCC2)c2ccc(O)cc2)c1C (configuration not stated) | 7 | -23 | -12 | 2 | 11 | 2 | -7 | 1
COCCCNC(=O)C1CCN(C(=O)Nc2ccc(Cl)cc2)CC1 | 6 | 13 | 8 | -6 | 9 | -10 | -3 | -11
CC(C)NC(=O)Cn1c(SCC(=O)N2CCc3ccccc3C2)nc2ccccc21 | -8 | -1 | 21 | 0 | -16 | 1 | 1 | 10
CC(C)Cc1nc(SCC(=O)NCC2CCCO2)c2c(=O)n(C)c(=O)n(C)c2n1 (configuration not stated) | 7 | 3 | 7 | -6 | 10 | 8 | 1 | -4
Cn1c(=O)c2c(ncn2CC(=O)OCC(=O)NC(c2ccccc2)c2ccccc2)n(C)c1=O | -2 | -1 | -11 | -1 | 8 | -6 | -14 | -2
Cc1c(Nc2cc(Cl)c3nonc3c2[N+](=O)[O-])c(=O)n(-c2ccccc2)n1C | 18 | 45 | 10 | 1 | 5 | -1 | 1 | -43
Cc1cc(CNC(=O)CC2C(=O)NCCN2Cc2ccccc2)nn1C (configuration not stated) | 4 | 4 | 9 | -2 | -10 | -2 | -2 | 5
Cn1c(=O)c(=O)n(C)c2cc(S(=O)(=O)N3CCN(c4cccc(C(F)(F)F)c4)CC3)ccc21 | 7 | -2 | 16 | 4 | -14 | -6 | 1 | 6
CC1(c2ccccc2)NC(=O)N(CC(=O)N2CCN(S(=O)(=O)c3ccccc3[N+](=O)[O-])CC2)C1=O (configuration not stated) | 5 | -1 | -2 | -4 | -5 | -11 | 12 | -6
NC(=O)COC(=O)CNC(=O)c1ccc(Cl)cc1 | 8 | 5 | 16 | 0 | -3 | 3 | 2 | 0
N#Cc1cc([N+](=O)[O-])ccc1NC(=O)COC(=O)CCC1CCCCC1 | 1 | . | 16 | . | 23 | 4 | 4 | 0
Cc1cccc(C)c1NC(=S)NC(=O)c1ccc(Br)o1 | 10 | 5 | -1 | -5 | -14 | 7 | -2 | -3
CCCCC(=O)Nc1nc(C)c(-c2csc(Nc3ccc(Cl)cc3)n2)s1 | 7 | -3 | 20 | -3 | 4 | 7 | 5 | -2
CCCCCOc1ccc(OC(=O)c2ccncc2)cc1 | -22 | 33 | -99 | 1 | 8 | -25 | -14 | -14
COc1ccc(NC(=O)CCCn2c(=O)c3sccc3n(Cc3ccc(C)cc3C)c2=O)cc1 | 11 | 6 | -4 | -9 | 9 | 4 | -1 | 5
O=C(C(c1ccccc1)c1ccccc1)N1CCN(Cc2ccco2)CC1 | 3 | -3 | 7 | -6 | -2 | -6 | 7 | -1
COc1ccc(OC)c(NC(=O)CN2C(=O)NC3(CCOc4ccccc43)C2=O)c1 (configuration not stated) | -5 | -8 | 0 | -1 | -7 | -4 | -5 | 8
Cc1cccc2sc(N3CCN(C(=O)c4cccs4)CC3)nc12 | 8 | 2 | -7 | -3 | 14 | -11 | -2 | -4
O=C(NNS(=O)(=O)c1ccc2ccccc2c1)c1cc(-c2ccccn2)nc2ccccc12 | 2 | 7 | -3 | 18 | 10 | 3 | 1 | -7
COc1cccc(-n2c(CCn3nc(C)c([N+](=O)[O-])c3C)n[nH]c2=S)c1 | 13 | -32 | 20 | -6 | 1 | -2 | 4 | 3
CCCC(=O)Nc1nnc(SCC(=O)NCc2ccco2)s1 | 5 | 3 | 8 | -9 | -3 | 0 | 0 | -3
Nn1c(SCC(=O)Nc2cc(C(F)(F)F)ccc2Cl)nncc1=O | -16 | -1 | -26 | -23 | -1 | -5 | -10 | -2
CCCn1c(SCC(=O)c2c(C)[nH]c(C)c2C(=O)OCC)nc2ccccc21 | 4 | 12 | -1 | -7 | 5 | -9 | 0 | 6
COc1ccc(CC(=O)N/N=C(\C)CC(=O)NCc2ccco2)cc1OC | 4 | 2 | 1 | -2 | 2 | -5 | 0 | 5
O=C(OCC(=O)N1CCCC1)c1ccccc1O | -13 | 3 | -20 | -6 | 0 | -5 | 1 | 2
O=C(c1cccs1)N1CCCC(c2nc3c(nnn3Cc3ccccc3Cl)c(=O)[nH]2)C1 (configuration not stated) | 1 | . | 3 | -2 | 16 | 3 | -1 | 6
C=CCn1c(Cc2csc(N)n2)nnc1SCC(=O)OCC | -7 | 2 | 24 | -8 | -4 | -1 | 12 | -5
CC(=O)c1ccc(NC(=O)c2ccc(CSc3ccccc3)o2)cc1 | -3 | 2 | 7 | 17 | -9 | -8 | -3 | 0
Cc1c(C(=O)N2CCCCC2)c(S(=O)(=O)NCCc2ccc(Cl)cc2)c(C)n1C | 12 | 14 | 0 | -3 | -2 | -2 | 2 | 7
COc1cc(/C=N/NC(=O)c2ccccc2)ccc1OS(=O)(=O)c1ccccc1 | -3 | -1 | 7 | -8 | -13 | 5 | 8 | 5
CC(C)CCN1CCN(C2CCN(c3ccc4c(c3)OCO4)CC2)CC1CCO (configuration not stated) | 0 | -9 | -3 | 3 | -2 | 2 | 1 | 2
CC(=O)c1sc(NC(=O)CS(=O)(=O)c2ccccc2)nc1C | -1 | -7 | 4 | 0 | 4 | -6 | -4 | -5
CCOc1ccc(NCCC(O)c2ccc(F)cc2)cc1 (configuration not stated) | -29 | 13 | -29 | 0 | 11 | 5 | -8 | 2
Cc1ccc2nc(SCC(=O)c3cc(C)n(C)c3C)[nH]c2c1 | 7 | 3 | 13 | -2 | -3 | 2 | 1 | 7
CCOc1ccc(CC2NCCc3cc(OCC)c(OCC)cc32)cc1OCC (configuration not stated) | 11 | 25 | 8 | -7 | 13 | 4 | 14 | 15
COc1cc(C(=O)Nc2ccc(S(=O)(=O)Nc3cc(C)nc(C)n3)cc2)cc(OC)c1OC | -5 | -8 | 19 | 10 | 2 | 0 | 7 | 6
Cc1ccc(Nc2nc(-c3sc(NC(=O)c4cccc(Cl)c4)nc3C)cs2)cc1 | -9 | . | -180 | . | -15 | 29 | 8 | -12
Cc1c[nH]c2cccc(OCC(CNC(C)(C)C)OC(=O)c3ccccc3)c12 (configuration not stated) | -5 | 4 | -11 | 3 | 9 | -5 | 4 | 30
Cc1cc(S(=O)(=O)Nc2ccccc2C(=O)O)ccc1Cl | 0 | -8 | 8 | -7 | -4 | -21 | -8 | -3
CC(C)(C)n1cnc2cc(NCc3ccccc3O)ccc21 | -49 | -25 | -30 | -2 | 5 | 0 | 8 | 5
Fc1ccc(-c2csc(-c3cccnc3)n2)cc1F | -25 | -28 | -19 | 1 | 7 | -1 | -7 | 2
CCOC(=O)c1c(NC(=O)/C=C/C(=O)O)sc(C)c1-c1ccc(F)cc1 | -24 | -1 | -7 | 22 | 16 | 4 | -10 | -25
CC(CCc1ccccc1)NC(=O)c1cccc([N+](=O)[O-])c1 (configuration not stated) | 0 | -7 | -19 | -14 | 10 | -13 | -7 | -10
CN(C)S(=O)(=O)c1ccc(NC(=O)CN2CCCc3ccccc32)cc1 | 6 | -25 | 9 | -5 | -24 | 3 | 3 | 11
O=C(Cn1cnc2ccccc21)OCC(=O)N1CCc2ccccc2C1 | 12 | -13 | 3 | 2 | 4 | 9 | 4 | 1
CCOC(=O)c1c(NC(=S)NC(=O)c2cnn(CC)c2)sc2c1CCC(C)C2 (configuration not stated) | -4 | -1 | 9 | -3 | 7 | -5 | 7 | 23
Cc1nnc2n(-c3ccccc3)c(=O)c3c4c(sc3n12)CC(C)CC4 (configuration not stated) | 3 | 7 | 5 | 2 | -7 | -1 | -1 | 21
O=C(NCCC1=CCCCC1)c1ccc(-n2cncn2)c([N+](=O)[O-])c1 | -18 | -8 | -9 | 5 | 10 | -4 | 0 | -1
CC(C)CC(NC(=O)c1ccco1)C(=O)Nc1ccc2c(c1)OCCO2 (configuration not stated) | 4 | 16 | -6 | -3 | -9 | 12 | -4 | 5
O=C(CSc1nc2c(oc3ccccc32)c(=O)n1CC1CCCO1)NCc1ccc(F)cc1 (configuration not stated) | 9 | 5 | 2 | -4 | 14 | 6 | -2 | -6
O=C(NCc1ccccc1)c1ccc(CN2CCOCC2)cc1 | -8 | -21 | 9 | -2 | 2 | 7 | 4 | 7
O=C(CSc1nc(C2CC2)nc2ccccc12)Nc1ccccc1N1CCOCC1 | 2 | 4 | 11 | 3 | 0 | 4 | 5 | 3
O=C(Nc1nnc(SCC(=O)N2CCCC2)s1)C1CC(=O)N(c2ccc(F)cc2)C1 (configuration not stated) | 3 | 0 | 7 | 10 | 7 | -2 | 2 | -7
COc1cccc(/C=C/C(=O)OCC(=O)NCCC2=CCCCC2)c1OC | 1 | -1 | 19 | -3 | 8 | -21 | -5 | 7
COC(=O)C1CCN(Cc2cc(=O)oc3cc(OC)ccc23)CC1 | -10 | 23 | 10 | -13 | 4 | -2 | 1 | 6
Later entries
SMILES | Jurkat NFkB inh | Gli-Sufu antag | 697 NFkB inh | HKDC1 inh | Apaf1 inhib | SENP8 inh | SENP7 inh | UBC13 inh
Cc1ccc(NC2OC(CO)C(O)C(O)C2O)cc1 (configuration not stated) | 2 | 6 | -6 | -11 | -2 | -3 | 1 | 6
CC(C)(SC(=S)N1CCCCCC1)C(=O)O | 18 | -7 | 10 | -14 | 7 | -15 | -5 | -3
O=C(N/N=C/c1ccc(OC(=O)c2ccccc2)cc1)c1ccc(CN2CCOCC2)cc1 | -5 | 19 | 10 | 1 | -68 | 3 | 2 | -6
O=C(CSCc1ccc(F)cc1)NC1CCCC1 | 1 | -18 | -6 | -9 | -4 | -4 | 6 | -1
NC(=O)c1c(NC(=O)c2cccnc2)sc2c1CCCCC2 | -20 | -42 | -40 | -5 | 2 | 0 | -2 | 2
CCN(CC)C(=O)C1CCCN(Cc2sccc2C)C1 (configuration not stated) | -3 | 10 | 7 | 9 | -21 | -2 | -21 | -11

Screening data: PubChem, Sanford-Burnham Center for Chemical Genomics
